PKA-R1A act: activators of PKA-R1A holoenzyme, primary screen, biochemical, fluorescence polarization, Cy5-IP20, bovine R1A, mouse PKAc | cAMP-dependent protein kinase type I-alpha regulatory subunit (Bos taurus) + … | PKA-R1A dissociation; scaled: DMSO 0%, 113 µM cGMP 100% | activation, % at 11.4 µM | actives 0.083% (n = 340,000) | AID 504707, 2011;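 active means percent activation above the mean of all tested compounds plus 3 SD, cut at about 19% in these data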;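 further: higher means more PKAc released from R1A so a rise in polarization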
Arr AP2 block: inhibitors of beta-arrestin/AP2 binding, primary screen, biochemical, GPCR trafficking, flow cytometry. beta-arrestin 1 C-terminal peptide binding to AP2 beta2-adaptin appendage (human). FITC-arrestin peptide / GST-AP2 beads; AP2 beta2 appendage carries R879A mutation. inhibition, % at 10 µM. actives 0.31% (n = 340,000);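 active means inhibition above a set limit, near 3 SD of compounds lacking own fluorescence, cut at about 54% in these data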;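 further: plate controls were DMSO wells for no effect and 5 µM unlabelled arrestin peptide for full effect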
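Measured by: flow cytometry, FL1 (488/535 nm); Material: AP2 appendage R879A on GSH beads; Evaluation: percent response; Timing: pre-incubation 12 min, peptide binding 1 h, room temperature; Also added: 50 nM FITC-arrestin peptide; Medium: PBS with 0.05% Tween 20 and 0.1% BSA.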
MITF TRPM1 HTS: activators of MITF-driven TRPM1 promoter reporter, primary screen, cell-based, SK-MEL-5, luciferase, single point. SK-MEL-5 TRPM1-promoter luciferase, 24 h; % of positive control, neutral wells = 0. activation, % at 12.5 µM. actives 0.75% (n = 300,000);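 active means mean activation of at least 80% with every replicate also reaching 80%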;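 further: 0% = neutral control wells and 100% = parthenolide positive control wells; values of inactives mirror those of a sister screen read the other way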
SR-BI DiI-HDL act: activators of SR-BI mediated DiI-HDL uptake, primary screen, ldlA[mSR-BI] CHO cells, DiI fluorescence | 3 h; 100 = double the neutral-control signal | actives 0.096% (n = 320,000) | activation, % at 12.5 µM;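 active means mean replicate activation of at least 60% and every replicate at or above 60%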;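 further: 0% = median plate neutral-control signal and 100% = twice that signal; values of inactives mirror those of a sister screen read the other way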
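System: LDL receptor-deficient CHO ldlA cells overexpressing murine SR-BI | Timing: 3 h uptake period with compound, 37 °C | Medium: HEPES-buffered (25 mM, pH 7.4) F12 plus 0.5% BSA | Dosing: Single-point compound dose | Signal: Bottom-read fluorescence, 550/595 nm | Read-out: Retained DiI signal reflecting DiI-HDL uptake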
dFosB act: activators of delta FosB homodimer, primary screen, biochemical, fluorescence polarization, TAMRA-CDK5 oligo, single point; Protein FosB (Mus musculus), P13346; AID 493131, 2011; actives 0.99% (n = 340,000); purified delta FosB; percent of positive-control signal above neutral wells; activation, % at 25 µM;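 active means mean activation above about 17%, with every replicate also reaching it, limit read from the data, passing the limit was not always enough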;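 further: fluorescence polarization rise as delta FosB binds a TAMRA Cdk5 AP-1 oligo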
CDK5 p35 inh: inhibitors of human CDK5/p35 kinase, primary screen, biochemical, single concentration; Cyclin-dependent kinase 5 (Homo sapiens) + Cyclin-dependent kinase 5 activator 1 (Homo …; Recombinant CDK5/p35, ADP-Glo luminescence, 60 min; inhibition, % at 10 µM; actives 0.01% (n = 330,000); AID 488839, 2010;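 active means highest replicate inhibition of at least 50% and at least 75% of replicates reaching 50%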;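 further: plate controls were DMSO neutral control for no effect and GW8510 at 10 µM for full effect; many of its hits are not listed in these tables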
Target sequence (Q00535 whole entry, looked up): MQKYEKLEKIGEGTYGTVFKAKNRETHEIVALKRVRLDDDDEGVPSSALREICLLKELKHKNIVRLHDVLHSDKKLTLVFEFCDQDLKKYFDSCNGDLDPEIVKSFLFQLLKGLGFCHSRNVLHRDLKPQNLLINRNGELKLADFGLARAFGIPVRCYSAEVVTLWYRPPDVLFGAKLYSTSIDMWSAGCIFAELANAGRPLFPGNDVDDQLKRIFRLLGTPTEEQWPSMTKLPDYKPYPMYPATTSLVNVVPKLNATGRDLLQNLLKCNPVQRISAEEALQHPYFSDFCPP
Target sequence (Q15078 whole entry, looked up): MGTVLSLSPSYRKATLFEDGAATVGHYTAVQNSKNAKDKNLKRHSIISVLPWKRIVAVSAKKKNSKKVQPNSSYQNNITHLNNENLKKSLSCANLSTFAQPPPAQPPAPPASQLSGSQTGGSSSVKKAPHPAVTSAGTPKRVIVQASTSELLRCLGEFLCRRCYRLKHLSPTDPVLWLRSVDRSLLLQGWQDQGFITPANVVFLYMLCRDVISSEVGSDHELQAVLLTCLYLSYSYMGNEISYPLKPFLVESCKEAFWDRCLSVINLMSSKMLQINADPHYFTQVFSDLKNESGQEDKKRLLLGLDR
SR-BI HDL uptake: inhibitors of SR-BI mediated HDL lipid uptake, primary screen, ldlA[mSR-BI] cells, fluorescence, single point; Scavenger receptor class B member 1 (Mus musculus), Q61009; ldlA[mSR-BI] CHO cells, DiI-HDL uptake fluorescence, 3 h; AID 488896, 2010; inhibition, % at 12.5 µM; actives 0.96% (n = 320,000);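 active means mean replicate inhibition of at least 70% and a set share of replicates each scoring 70 or more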;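 further: 0% = median of neutral control wells and 100% = median of positive control wells; values of inactives mirror those of a sister screen read the other way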
SUMO Mot1 rescue: yeast Mot1-301 growth rescue at high temperature, primary screen, SUMOylation pathway inhibitor project, S. cerevisiae, ATP luminescence, 38.5C; actives 1% (n = 320,000); S. cerevisiae Mot1-301 growth rescue; percent above DMSO median, 100 means doubled; growth rescue, % at 18.8 µM;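 active means every valid replicate shows activation above 250% relative to neutral control wells; inactive means the rest, any valid replicate at or below 250%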;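 further: OY570 slx delta 5 strain wells were the positive control but not used for scaling; some compounds called inactive have numbers as strong as hits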
Pemphigus Ab inh: inhibitors of pemphigus antibody binding to DSG3, primary screen, biochemical, bead-based, flow cytometry, scFv-GFP; Desmoglein-3 (Homo sapiens), P32926; DSG3-coupled beads, scFv-anti-DSG3-GFP binding; hits give low values; binding (percent of control), % at 10 µM; actives 0.48% (n = 310,000); AID 588358, 2011;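 active means binding more than 3 SD below its plate's average and above zero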;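 further: hits lower antibody fragment binding to DSG3; some compounds called inactive have numbers as strong as hits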
NSD2 inh: NSD2 histone methyltransferase inhibitors, primary screen, biochemical, AlphaScreen, single concentration, set 2; Histone-lysine N-methyltransferase NSD2 (Homo sapiens), O96028; NSD2 peptide methylation, 120 min; inhibition, % at 12.5 µM; actives 0.54% (n = 310,000); AID 743445, 2014; in the data active means inhibition above about 50%
PKA-R2B activ: activators of PKA-R2B holoenzyme, primary screen, biochemical, fluorescence polarization, Cy5-IP20, human | cAMP-dependent protein kinase catalytic subunit beta (Homo sapiens) + cAMP-dependent … | PKA-R2B holoenzyme dissociation; R2B truncated from residue 108, S112A mutant; 0% DMSO only, 100% 113 µM cGMP | activation, % at 11.4 µM | actives 0.079% (n = 340,000);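 active means activation above a cutoff set at the mean over all compounds plus 3 SD, cut at about 18% in these data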;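 further: higher means more holoenzyme dissociation and a rise in polarization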
Target sequence (P31323 whole entry, looked up, other chains not shown, the tested form may be a part): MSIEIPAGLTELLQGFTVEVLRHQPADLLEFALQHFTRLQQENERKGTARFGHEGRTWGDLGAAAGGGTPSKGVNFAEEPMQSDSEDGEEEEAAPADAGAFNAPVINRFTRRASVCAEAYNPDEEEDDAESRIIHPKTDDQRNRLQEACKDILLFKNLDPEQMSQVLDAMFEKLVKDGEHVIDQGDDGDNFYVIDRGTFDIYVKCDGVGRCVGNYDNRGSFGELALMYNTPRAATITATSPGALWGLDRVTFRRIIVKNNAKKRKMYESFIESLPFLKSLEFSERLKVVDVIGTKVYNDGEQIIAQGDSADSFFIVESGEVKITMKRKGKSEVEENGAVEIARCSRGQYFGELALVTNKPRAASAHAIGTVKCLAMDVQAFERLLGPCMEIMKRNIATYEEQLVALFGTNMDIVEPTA
An asterisk follows results filed as active.

Screening Cc1cc(=O)n2c(-c3ccc(Cl)cc3)csc2n1 returned PKA-R1A act 1.4, Arr AP2 block 4.1, MITF TRPM1 HTS 1.1, SR-BI DiI-HDL act 10.2, dFosB act 0.4, CDK5 p35 inh 1.2, SR-BI HDL uptake -10.2, SUMO Mot1 rescue 7.5, Pemphigus Ab inh 109.7, NSD2 inh -1.0 and PKA-R2B activ -0.8.
`Cc1nn(Cc2ccc(F)cc2)c(C)c1NC(=O)c1cc(-c2ccc3c(c2)OCO3)on1` gave PKA-R1A act -7.0, Arr AP2 block -5.0, MITF TRPM1 HTS -1.1, SR-BI DiI-HDL act -21.6, dFosB act 0.2, CDK5 p35 inh -1.0, SR-BI HDL uptake 21.6, SUMO Mot1 rescue 325.3, Pemphigus Ab inh 100.0, NSD2 inh 0.9 and PKA-R2B activ 0.2.
For CN(Cc1ccccc1)S(=O)(=O)c1ccc2c(c1)NC(=O)CC(=O)N2 the results were PKA-R1A act -2.7, Arr AP2 block -19.5, MITF TRPM1 HTS -10.3, SR-BI DiI-HDL act 7.8, dFosB act -8.6, CDK5 p35 inh -0.1, SR-BI HDL uptake -7.8, SUMO Mot1 rescue -9.4, Pemphigus Ab inh 100.7, NSD2 inh -0.5 and PKA-R2B activ -10.5.
CC(C)(C)S(=O)(=O)/C(C#N)=C/Nc1ccccn1 was read as Arr AP2 block 5.2, SR-BI DiI-HDL act 26.0, dFosB act -2.9, CDK5 p35 inh -1.2, SR-BI HDL uptake -26.0, SUMO Mot1 rescue -13.8, Pemphigus Ab inh 95.6 and NSD2 inh -0.9.
Cc1ccc(S(=O)(=O)NC2=NCN(C3CCN(Cc4ccccc4)CC3)CN2)cc1 was read as PKA-R1A act -9.9, Arr AP2 block -2.8, MITF TRPM1 HTS -3.9, SR-BI DiI-HDL act 25.7, dFosB act 2.9, CDK5 p35 inh 3.1, SR-BI HDL uptake -25.7, SUMO Mot1 rescue 2.0, Pemphigus Ab inh 101.7 and PKA-R2B activ -12.5.
Screening CC1=C(C(=O)OCc2ccccc2)C(c2ccc(-c3ccccc3)cc2)NC(=O)N1CCCCCC(=O)O (centres undefined) returned PKA-R1A act -4.3, Arr AP2 block -2.1, MITF TRPM1 HTS 14.8, SR-BI DiI-HDL act 8.5, dFosB act -15.5, CDK5 p35 inh 1.5, SR-BI HDL uptake -8.5, SUMO Mot1 rescue 4.4, Pemphigus Ab inh 106.9 and PKA-R2B activ -9.3.
`NC(=O)c1cnn(-c2ccc3ccccc3c2)c1N` gave PKA-R1A act 2.1, Arr AP2 block 13.5, MITF TRPM1 HTS 10.4, SR-BI DiI-HDL act -2.6, dFosB act 3.2, CDK5 p35 inh -0.7, SR-BI HDL uptake 2.6, SUMO Mot1 rescue -13.3, Pemphigus Ab inh 103.7, NSD2 inh 1.9 and PKA-R2B activ -2.6.
For CCNC(=O)COC(=O)CCC(=O)c1ccc(F)cc1 the results were PKA-R1A act 3.2, Arr AP2 block 3.8, MITF TRPM1 HTS -10.5, dFosB act -0.9, CDK5 p35 inh 0.6, SUMO Mot1 rescue 1.8, Pemphigus Ab inh 103.5, NSD2 inh -0.3 and PKA-R2B activ -6.2.
For COCCCNC(=O)C1CCC(CNS(=O)(=O)c2ccc3c(c2)CC(C)N3C(=O)C2CC2)CC1 (centres undefined) the results were PKA-R1A act -4.3, Arr AP2 block 7.7, MITF TRPM1 HTS -2.8, SR-BI DiI-HDL act -12.8, dFosB act -5.0, CDK5 p35 inh 0.4, SR-BI HDL uptake 12.8, SUMO Mot1 rescue -17.4, NSD2 inh -4.3 and PKA-R2B activ -12.9.
CC1CCCN(CC(=O)NC(=O)NC2CCCCC2)C1 (centres undefined) was read as PKA-R1A act 10.6, Arr AP2 block 1.6, MITF TRPM1 HTS 18.2, SR-BI DiI-HDL act 4.7, dFosB act -5.7, CDK5 p35 inh -0.7, SR-BI HDL uptake -4.7, SUMO Mot1 rescue 3.7, Pemphigus Ab inh 106.0, NSD2 inh 0.4 and PKA-R2B activ 4.2.
Cc1ccc(C(=O)Nc2ccc(N3CCOCC3)nc2)cc1 was read as PKA-R1A act 0.8, Arr AP2 block 4.5, SR-BI DiI-HDL act -5.6, dFosB act 3.2, CDK5 p35 inh -2.5, SR-BI HDL uptake 5.6, SUMO Mot1 rescue 5.0, NSD2 inh -0.3 and PKA-R2B activ 3.5.
COC(=O)CNC(=O)CN1C(=O)N(c2ccc(Cl)cc2)C(N(O)C(=O)Nc2ccc(Cl)cc2)C1(C)C (centres undefined) was read as PKA-R1A act -4.5, Arr AP2 block 0.4, MITF TRPM1 HTS 6.5, SR-BI DiI-HDL act -12.4, dFosB act -9.1, CDK5 p35 inh -1.5, SR-BI HDL uptake 12.4, SUMO Mot1 rescue -11.9, Pemphigus Ab inh 108.3, NSD2 inh -0.8 and PKA-R2B activ 9.9.
Screening Cc1ccc(N(CN2CCCC2=O)C(=O)c2ccc(OC(C)C)cc2)cc1 returned PKA-R1A act 5.0, Arr AP2 block -1.2, MITF TRPM1 HTS -30.0, SR-BI DiI-HDL act 2.8, dFosB act -0.2, CDK5 p35 inh -5.1, SR-BI HDL uptake -2.8, SUMO Mot1 rescue -12.8, Pemphigus Ab inh 102.3, NSD2 inh 0.8 and PKA-R2B activ 1.8.
N#C/C(=C\c1c(Cl)cccc1Cl)c1nn(-c2ccccc2)c(-n2cccc2)c1C#N was read as PKA-R1A act -7.1, Arr AP2 block 16.1, MITF TRPM1 HTS -8.9, SR-BI DiI-HDL act -12.6, dFosB act -9.0, CDK5 p35 inh -0.2, SR-BI HDL uptake 12.6, SUMO Mot1 rescue -9.8, NSD2 inh -1.1 and PKA-R2B activ -6.9.
Screening COc1ccccc1N1CCN(/N=C\c2ccc(C)o2)CC1 returned PKA-R1A act 5.5, Arr AP2 block 21.4, MITF TRPM1 HTS 54.3, SR-BI DiI-HDL act 15.4, dFosB act -0.7, CDK5 p35 inh -1.7, SR-BI HDL uptake -15.4, SUMO Mot1 rescue 14.6, NSD2 inh -2.5 and PKA-R2B activ -2.7.
For CCOc1ccccc1N1CCN(Cc2cn[nH]c2-c2ccc(F)cc2)CC1 the results were PKA-R1A act -5.5, Arr AP2 block -6.2, SR-BI DiI-HDL act -17.7, dFosB act -7.0, CDK5 p35 inh 4.5, SR-BI HDL uptake 17.7, SUMO Mot1 rescue 6.1, NSD2 inh 1.2 and PKA-R2B activ -9.3.
`COc1cccc(C(=O)NNC(=O)c2ccccc2-n2cccc2)c1` gave PKA-R1A act 2.7, Arr AP2 block 39.1, MITF TRPM1 HTS -5.2, SR-BI DiI-HDL act 19.6, dFosB act -5.6, CDK5 p35 inh -1.3, SR-BI HDL uptake -19.6, SUMO Mot1 rescue 16.8, Pemphigus Ab inh 103.5, NSD2 inh -0.5 and PKA-R2B activ 6.1.
Screening CN(CC(=O)Nc1cccc(F)c1)C(=O)C1=COCCO1 returned PKA-R1A act -1.5, Arr AP2 block 0.2, MITF TRPM1 HTS 9.3, SR-BI DiI-HDL act 13.3, dFosB act 1.6, CDK5 p35 inh 1.5, SR-BI HDL uptake -13.3, SUMO Mot1 rescue 15.2, Pemphigus Ab inh 104.8, NSD2 inh -1.0 and PKA-R2B activ -1.2.
For COc1ccccc1NC(=O)CN(C)S(=O)(=O)c1ccc2c(c1)CCC(=O)N2 the results were PKA-R1A act -2.7, Arr AP2 block 3.5, SR-BI DiI-HDL act 12.2, dFosB act -2.1, CDK5 p35 inh -4.4, SR-BI HDL uptake -12.1, SUMO Mot1 rescue -8.5, Pemphigus Ab inh 101.3 and PKA-R2B activ -0.7.
For O=C(Cn1c(=O)oc2ccccc21)Nc1ccccc1C(F)(F)F the results were PKA-R1A act -9.0, Arr AP2 block 14.8, MITF TRPM1 HTS -7.1, SR-BI DiI-HDL act 38.5, dFosB act 1.2, CDK5 p35 inh 0.1, SR-BI HDL uptake -38.5, SUMO Mot1 rescue -5.7, Pemphigus Ab inh 106.9, NSD2 inh 1.0 and PKA-R2B activ 4.6.
C/C(CCc1ccccc1)=N/NC(=O)C(=O)NCc1ccccc1 was read as PKA-R1A act -3.3, Arr AP2 block -6.9, MITF TRPM1 HTS 2.0, SR-BI DiI-HDL act 43.6, dFosB act 4.9, CDK5 p35 inh 0.5, SR-BI HDL uptake -43.6, SUMO Mot1 rescue 7.5, Pemphigus Ab inh 98.6, NSD2 inh -1.6 and PKA-R2B activ -2.2.
For CCCCOCCCNC(=O)CC(C)c1ccccc1 (centres undefined) the results were PKA-R1A act -1.8, Arr AP2 block 1.4, MITF TRPM1 HTS 9.0, SR-BI DiI-HDL act 14.1, dFosB act 1.2, CDK5 p35 inh -0.2, SR-BI HDL uptake -14.1, SUMO Mot1 rescue 4.8, Pemphigus Ab inh 101.8, NSD2 inh -1.5 and PKA-R2B activ 2.5.

Not a retest: 2 of the compounds above.
For COCCCNC(=O)C1CCC(CNS(=O)(=O)c2ccc3c(c2)CC(C)N3C(=O)C2CC2)CC1 (centres undefined) the results were PKA-R1A act -4.3, Arr AP2 block 7.7, MITF TRPM1 HTS -2.8, SR-BI DiI-HDL act -12.8, dFosB act -5.0, CDK5 p35 inh 0.4, SR-BI HDL uptake 12.8, SUMO Mot1 rescue -17.4, NSD2 inh -4.3 and PKA-R2B activ -12.9.
CC1CCCN(CC(=O)NC(=O)NC2CCCCC2)C1 (centres undefined) was read as PKA-R1A act 10.6, Arr AP2 block 1.6, MITF TRPM1 HTS 18.2, SR-BI DiI-HDL act 4.7, dFosB act -5.7, CDK5 p35 inh -0.7, SR-BI HDL uptake -4.7, SUMO Mot1 rescue 3.7, Pemphigus Ab inh 106.0, NSD2 inh 0.4 and PKA-R2B activ 4.2.
